NADH enzymes: inhibitors of enzymes used to reach an NAD/NADH endpoint; 65,000 tested, 0.02% active; coupled PK/LDH NADH assays, four targets; AID 774; IC50, µM (series often up to 10 µM), inactives show top-dose inhibition;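 active = single-dose screening hits from any of four coupled enzyme assays that gave an IC50 when retested across doses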;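 note: the DPM-DC format reads NADH fluorescence rather than 340 nm absorbance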
RORA act: RORA (human) activation. CHO-K1 Gal4-RORA LBD luciferase reporter, luminescence; percent increase over mock-subtracted basal signal. activation, % at 10 µM. 65,000 tested, 1.5% active. AID 560;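 active = activation above the mean of all tested compounds plus 3 SD, cut at about 49% in these data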;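 note: 0% = DMSO-treated RORA cells and 100% = added signal equal to DMSO minus mock-transfected cells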
Abs 340nm: compounds absorbing at 340 nm | compound absorbance at 340 nm, fold over control | 65,000 tested, under 10 active | fold change at 10 µM;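 active = at 10 µM dose, initial 340 nm absorbance at least 2 fold that of control wells; inactive = change under 2 fold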;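 note: initial absorbance extrapolated from kinetic A340 decline of NADH oxidation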
MMP-13 inhibitor: MMP13 (human) collagenase inhibition. P45452. MMP-13 fTHP FRET cleavage, Mca fluorescence. inhibition, % at 4 µM. 65,000 tested, 0.07% active. AID 570;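 active = inhibition above the mean of compound-free control plate wells plus 3 SD, cut at about 14% in these data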;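 note: 0% = DMSO wells and 100% = wells with reference MMP-13 inhibitor after basal subtraction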
SF1 activator: SF-1 (human) activation | CHO-K1 Gal4-SF-1 LBD luciferase reporter; % increase over DMSO SF-1-specific signal | activation, % at 10 µM | 65,000 tested, 1.9% active;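 active = activation above the mean activation of all tested compounds plus 3 SD, cut at about 50% in these data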
Target sequence (Q13285 whole entry, looked up, the tested form may be a part): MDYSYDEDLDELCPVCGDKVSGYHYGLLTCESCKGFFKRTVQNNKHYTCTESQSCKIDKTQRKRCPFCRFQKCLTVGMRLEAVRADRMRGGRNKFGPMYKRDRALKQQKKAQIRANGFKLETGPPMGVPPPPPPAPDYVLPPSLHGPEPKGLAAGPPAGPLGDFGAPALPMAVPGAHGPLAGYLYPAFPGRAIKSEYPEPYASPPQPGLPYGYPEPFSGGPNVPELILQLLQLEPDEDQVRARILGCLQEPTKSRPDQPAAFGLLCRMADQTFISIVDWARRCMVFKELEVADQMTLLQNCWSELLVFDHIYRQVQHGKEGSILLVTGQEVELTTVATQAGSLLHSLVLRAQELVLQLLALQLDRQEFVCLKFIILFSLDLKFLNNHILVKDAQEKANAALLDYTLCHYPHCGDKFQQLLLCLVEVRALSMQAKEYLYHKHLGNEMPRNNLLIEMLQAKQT
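Test system: CHO-K1 cells with Gal4–hSF-1 LBD chimera plus Gal4-driven luciferase; Input: 4,000 cells/well; Compound: 10 µM only; Times: 20 h compound treatment, 37 °C; Measured by: steady-glow luciferase luminescence, read after 15 min reagent incubation; Measure: percent activation versus DMSO; Control set: DMSO and mock-transfected background; Replicates: one test per compound.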
5HT1a ag: agonists of human 5-HT1a serotonin receptor; CHO 5-HT1a Ga15 NFAT-bla reporter, FRET ratio; 0% basal, 100% maximal reference agonist; activation, % at 10 µM; 65,000 tested, 0.56% active;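 active = activation above the screen-wide mean activation plus 3 SD, cut at about 19% in these data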;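 note: 0% = DMSO wells and 100% = 5-CT at EC100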
5HT1a antag: blocks the human serotonin 5-HT1a receptor | inhibition, % at 10 µM | CHO 5-HT1a Ga15 NFAT-bla reporter, antagonist mode | P08908 | 62,000 tested, 0.68% active | AID 612;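 active = inhibition above the mean of all tested compounds plus 3 SD, cut at about 43% in these data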;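 note: receptor stimulated by 5-CT agonist at 100 nM near EC80; beta-lactamase reporter measured by ratiometric fluorescence of a cleavable substrate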
Fluor 339 460: intrinsic fluorescence of library compounds, ex339/em460 – biochemical, MLSMR library, data from DPM-DC assay, artefact control, profiling panel | compound autofluorescence, ex339/em460 nm, NADH buffer; hits give high values; 1 = no-compound wells, NADH background | fluorescence fold increase at 10 µM | 65,000 tested, 5.5% active;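 active = at 10 µM, mean starting fluorescence two-fold or more over control wells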;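 note: signal is the first read of a kinetic run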
TNAP act DEA: activates human TNAP at intermediate phosphate acceptor concentration; P05186; activation factor at 20 µM; purified TNAP, CDP-star luminescence, 100 mM DEA, 30 min; hits give high values; scale: 0 levamisole-inhibited, 1 vehicle-only enzyme; AID 813; 64,000 tested, under 10 active;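 active = activation factor of at least 2 at 20 µM, relative to controls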
Target sequence (P05186 whole entry, looked up): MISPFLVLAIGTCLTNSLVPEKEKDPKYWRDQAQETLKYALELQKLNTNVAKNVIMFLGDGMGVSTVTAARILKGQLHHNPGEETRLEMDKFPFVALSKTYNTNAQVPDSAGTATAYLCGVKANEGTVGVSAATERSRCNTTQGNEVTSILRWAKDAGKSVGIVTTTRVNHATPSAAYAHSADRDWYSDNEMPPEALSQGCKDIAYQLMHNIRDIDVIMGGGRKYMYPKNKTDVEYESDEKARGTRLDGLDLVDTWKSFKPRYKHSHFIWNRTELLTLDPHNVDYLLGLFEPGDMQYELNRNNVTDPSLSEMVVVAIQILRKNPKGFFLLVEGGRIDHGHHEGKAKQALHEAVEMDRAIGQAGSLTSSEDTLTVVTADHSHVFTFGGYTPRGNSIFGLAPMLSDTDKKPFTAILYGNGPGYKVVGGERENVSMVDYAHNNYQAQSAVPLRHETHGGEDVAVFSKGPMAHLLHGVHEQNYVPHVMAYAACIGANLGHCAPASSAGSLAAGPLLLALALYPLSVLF
The depositor's hits bear a star; i = inactive; x = no result given; [ ] = another dose, or the depositor's remark.

canonical_smiles	NADH enzymes	RORA act	Abs 340nm	MMP-13 inhibitor	SF1 activator	5HT1a ag	5HT1a antag	Fluor 339 460	TNAP act DEA
O=S(NCc1ccco1)C12CC3CC(CC(C3)C1)C2 (configuration not stated)	4%	5	0.99	-1	6	1.9	-2	1.1	0.9
CCOC(=O)c1cc(NC(=O)N2CCCc3ccccc32)c(C)nc1C	5%	2	0.98	-3	2	-1.3	2	1	0.9
CC(=O)c1ccc(OCC(O)COc2ccc(C(C)=O)cc2)cc1	7%	10	1	3	9	0.3	1	1.1	0.9
COc1ccc(C(=O)N(CN2CCCC2=O)c2ccc(C)cc2)cc1	7%	4	0.99	-2	13	-1.1	-14	1.1	0.9
COC(=O)c1ccc(C2/C(=C(\O)c3cccc(OC)c3)C(=O)C(=O)N2CCCN(C)C)cc1 (configuration not stated)	6%	-3	1.1	4	0	-2.7	x	1.1	0.9
Nc1c(Br)cc(Br)c(N2CCCC2=O)c1Br	4%	-7	1	3	-6	0.0	15	1.1	0.9
CC1CCCN(C(=O)CNC(=O)Cn2ccc3ccccc3c2=O)C1 (configuration not stated)	4%	9	1.1	-4	12	-2.0	-4	1.2	1
N#Cc1ccc(-c2ccco2)nc1SCc1ccccc1	4%	1	1.1	-19	4	-0.8	-8	2.1*	1
O=C(C1CC1)N1CCc2cc(S(=O)(=O)NC3CCN(Cc4ccccc4)CC3)ccc21	4%	-23	1	0	12	-4.2	-3	1.1	0.9
Cc1c(C)c2cc(Cl)c(O)c(CN3CCN(C)CC3)c2oc1=O	4%[fluoresces]	-21	1.1	i[fluorescence artefact?]	0	7.6	x	2.3*	0.9
O=C(c1ccc2c(=O)n(Cc3ccco3)c(=S)[nH]c2c1)N1CCN(c2ccccc2)CC1	3%	-28	1	-1	-4	-0.8	-9	1	1
CCCCOc1ccccc1-c1cc(C(=O)O)[nH]n1	6%	-22	1	3	22	-1.4	2	1.1	1
CCC(=O)Nc1ccc(N2CCN(Cc3ccccc3)CC2)cc1	5%	-6	0.99	-4	-1	-1.3	-13	1	0.9
Cc1cccc(-n2c(N)cc(=O)nc2SC(C)C(=O)NC2CCCCC2)c1 (configuration not stated)	5%	-14	1	2	15	0.5	14	1.1	0.9
COC(=O)[C@H](CCSC)NC(=O)Nc1ccc(C(C)C)cc1	2%	4	1.1	0	14	1.1	3	1.1	0.8
Cc1ccc(S(=O)(=O)N(Cc2ccc(F)cc2)Cc2ccco2)cc1	3%	-4	1	5	-14	-1.2	38	1.1	0.9
S=c1[nH]nc(-c2ccccc2Cl)n1CC1CCCO1 (configuration not stated)	11%	-8	1	3	1	-1.3	11	1.1	0.8
CCCS(=O)(=O)N1CCC(C(=O)NCCc2ccc(C)cc2)CC1	2%	18	0.99	4	-19	-0.5	9	1.1	1
CC(C)Oc1cccc(C(=O)Nc2ccc(NC(=O)c3ccco3)cc2)c1	7%	18	1	1	13	-3.8	15	0.98	0.9
CCOc1ccccc1C1C2C(=O)N(c3ccccc3)C(=O)C2ON1c1ccccc1 (configuration not stated)	2%	45	1	-6	7	0.8	0	1.1	0.9
O=C(CCN1C(=O)c2ccccc2C1=O)Nc1ccc(F)cc1F	9%	6	1	3	-8	-2.9	-14	1.1	1
Cc1cc(C)nc(N(C#N)CC(=O)Nc2ccccc2)n1	7%	-4	1	4	0	-1.3	5	1.1	1
COC(=O)CC(=O)CSc1nc2c(cc1C#N)CCCCC2	0%[fluoresces]	40	1.1	-70[fluorescence artefact?]	78*	-0.4	-7	3.9*	0.9
N#CC1=C(N)Oc2n[nH]c(-c3ccccc3)c2C1c1cccc(OC(=O)N2CCOCC2)c1 (configuration not stated)	10%	-13	1	-10	-4	-0.3	9	1.1	0.9
CC(C)n1cc(/C=C(\C#N)S(=O)(=O)c2ccccc2)c2ccccc21	6%	4	1	-1	-4	13	-17	1.1	0.9
CC1CCN(S(=O)(=O)c2ccc3ncn(CC(=O)N(C)Cc4ccccc4)c(=O)c3c2)CC1	5%	-22	0.96	0	-9	-1.8	-7	1.1	0.9
COc1ccc(NC(=O)N2CCN(c3cccc(C(F)(F)F)c3)CC2)cc1	7%	-25	1	0	-20	-1.7	-4	1.1	0.9
COc1cc2c(OC)cccc2cc1C(=O)O	2%[fluoresces]	-12	1	-63[fluorescence artefact?]	16	-0.6	7	2.9*	0.8
CCc1ccc(NC(=O)CSC2=C(C#N)C(c3ccco3)C3=C(CCCC3=O)N2)cc1 (configuration not stated)	2%	-12	1	-4	0	1.2	x	1.1	0.8
CCOC(=O)c1cc2occc2n1CCCN1C(=O)c2ccccc2C1=O	5%	-12	1	2	-2	-0.8	13	1.1	0.9

Taken from above.
NADH enzymes, COc1cc2c(OC)cccc2cc1C(=O)O → 2%[fluoresces]
Fluor 339 460, CCc1ccc(NC(=O)CSC2=C(C#N)C(c3ccco3)C3=C(CCCC3=O)N2)cc1 (configuration not stated) → 1.1
5HT1a ag, CCOc1ccccc1C1C2C(=O)N(c3ccccc3)C(=O)C2ON1c1ccccc1 (configuration not stated) → 0.8
5HT1a antag, CC(C)Oc1cccc(C(=O)Nc2ccc(NC(=O)c3ccco3)cc2)c1 → 15
SF1 activator, COc1ccc(NC(=O)N2CCN(c3cccc(C(F)(F)F)c3)CC2)cc1 → -20
5HT1a ag, S=c1[nH]nc(-c2ccccc2Cl)n1CC1CCCO1 (configuration not stated) → -1.3

Next entries follow.
canonical_smiles	NADH enzymes	RORA act	Abs 340nm	MMP-13 inhibitor	SF1 activator	5HT1a ag	5HT1a antag	Fluor 339 460	TNAP act DEA
COc1nc2c(C)cccc2cc1-c1noc(-c2ccco2)n1	10%	33	1.1	-2	30	-0.6	10	1.7	0.9
O=C(CN1CCOCC1)N1CCN(S(=O)(=O)c2ccccc2)C1c1ccccc1 (configuration not stated)	4%	-6	1	-12	-17	-0.3	2	1	0.9
CCC(CC)COC(=O)C(C#N)c1nc2ccccc2nc1N1CCN(CC)CC1 (configuration not stated)	8%	10	1.1	-4	7	-0.9	-3	1.4	0.8
O=C(Nc1ccccc1)N1CCn2c(nc3ccccc32)C1	3%	-16	1.1	3	-7	-2.5	-14	0.96	0.9
COc1ccc(OC)c(NC(=O)C(CC(=O)O)NCc2ccco2)c1 (configuration not stated)	5%	-25	1	-5	-1	0.9	5	1.1	0.9
COc1cccc(CC(=O)Nn2c(C)nc3ccccc3c2=O)c1	4%	-20	0.99	3	-1	-1.1	2	1.1	0.9
CCOc1ccc(OCC)c2sc(C)nc12	2%	26	1	-6	6	1.5	-16	1.3	1
CC(C)(C)n1nc2c(c1NC(=O)c1ccccc1F)CS(=O)C2 (configuration not stated)	2%	-26	1	-8	10	-1.2	8	1.1	1
Nc1c(C(=O)Nc2ccccc2)sc2nc(-c3ccco3)ccc12	7%[fluoresces]	21	1.1	-20	23	-0.5	-7	3.7*	0.9
Cc1ccc(S(=O)(=O)N2CCN(C(=O)CN3CCCC3)C2)cc1	5%	-16	0.99	4	14	-1.7	-20	1.1	0.9
CCOCC(=O)Nc1nc2ccc(OCC)cc2s1	4%	11	1	0	36	-3.0	-2	1.1	0.9
CCCCCNc1c(C(=O)OCC)c(=O)[nH]c2ccccc12	4%	-17	1	5	3	-0.2	-1	1.1	0.9
Cc1cc(C)n(S(=O)(=O)Cc2ccccc2)n1	3%	-15	0.99	2	2	2.9	x	1	0.9
COC(=O)c1cc2ccsc2n1CC(=O)Nc1cc(Cl)ccc1OC	7%	13	0.97	4	-4	-2.2	52*	1	0.9
CC(OC(=O)c1cc2sccc2n1C)C(=O)NCc1ccco1 (configuration not stated)	3%	-11	1	-1	-2	-2.3	9	1.1	0.9

Next part (4 carried over from the part before).
canonical_smiles	NADH enzymes	RORA act	Abs 340nm	MMP-13 inhibitor	SF1 activator	5HT1a ag	5HT1a antag	Fluor 339 460	TNAP act DEA
CCCCCNc1c(C(=O)OCC)c(=O)[nH]c2ccccc12	4%	-17	1	5	3	-0.2	-1	1.1	0.9
Cc1cc(C)n(S(=O)(=O)Cc2ccccc2)n1	3%	-15	0.99	2	2	2.9	x	1	0.9
COC(=O)c1cc2ccsc2n1CC(=O)Nc1cc(Cl)ccc1OC	7%	13	0.97	4	-4	-2.2	52*	1	0.9
CC(OC(=O)c1cc2sccc2n1C)C(=O)NCc1ccco1 (configuration not stated)	3%	-11	1	-1	-2	-2.3	9	1.1	0.9
O=c1oc2cc(O)ccc2c2c1CCCC2	7%[fluoresces]	-9	1.1	i[fluorescence artefact?]	-7	0.9	-15	2.1*	1
Cc1ccc(O)c(Sc2cc(C)ccc2O)c1	3%	-2	1.1	3	2	-1.5	-6	1.1	1.1
Cc1nc(-c2ccc(C(=O)O)cc2)cs1	4%	0	0.97	-6	20	-4.1	24	1	0.9
O=c1c2ccccc2nc(SCc2nc3ccccc3s2)n1Cc1ccco1	4%	-16	0.98	-1	-6	5.3	24	1.1	0.9
C(/CCc1ccccc1)=N\n1cnnc1	1%	3	0.99	-1	-3	-0.2	-10	1	0.8
CCC(=O)NCCc1cc2ccc(C)c(C)c2[nH]c1=O	8%	4	1.1	-2	-12	-1.6	-7	1.3	0.9
Cc1ccc(S(=O)(=O)N2C3C=CC(C3)C2C(=O)O)cc1 (configuration not stated)	1%	4	1	6	9	-3.1	-8	1.1	1
O=S(=O)(c1ccc(Cl)cc1)N1CCSC1c1ccco1 (configuration not stated)	5%	-17	0.99	0	-7	-2.6	6	1	0.9
CC(=O)c1ccc(OCC(O)CN2CC(C)OC(C)C2)cc1 (configuration not stated)	4%	-2	0.98	6	10	-2.5	3	1.1	x
CCn1c(N2CCN(C(=O)C34CC5CC(CC(C5)C3)C4)CC2)nc2ccccc21	11%	10	1	-3	-23	-3.1	-17	1.1	0.9
CCCCOC(=O)CCc1n[nH]c(=O)[nH]c1=O	8%	-2	1	4	8	-0.8	-2	1	1
Cc1cc(N(CN2CCCC2=O)C(=O)c2ccccc2)no1	5%	3	1	4	4	-6.6	1	1.1	1
CCc1nc(NCCCn2ccnc2)c2oc3ccccc3c2n1	4%	3	1	-2	4	2.0	6	1.2	1
Cc1cccc(-n2c(N)cc(=O)nc2SCC(=O)Nc2cc(C)on2)c1	8%	-9	1	5	-10	-3.7	8	1.1	0.9
COCCCNC(=O)CC(NS(=O)(=O)c1ccc(OC)cc1)c1ccc(OC)cc1 (configuration not stated)	3%	-8	1.1	2	4	-1.8	-3	1.1	0.8
C=CCOc1ccccc1C1C2=C(CC(C)(C)CC2=O)Nc2c1c(=O)n(C)c(=O)n2C (configuration not stated)	8%[fluoresces]	-14	1	-27	8	0.1	7	3.6*	1
CC1CCCN(CCC(=O)c2ccc(Br)cc2)C1 (configuration not stated)	9%	6	1	0	-6	-4.2	4	1.2	0.9
COc1ccc(C(=O)Nc2ccccc2C(=O)NC(C(=O)NCc2ccco2)C(C)C)cc1 (configuration not stated)	16%	7	1	4	-7	-0.3	-1	1.7	0.9

Compound activity from PubChem BioAssay.
